PI5P4K alpha inh – inhibitors of human PI5P4K alpha; AID 652105; PI5P4Kalpha enzyme, ADP-Glo luminescence, 60 min; hits give low values; max response, %; actives 1.2% (n = 330,000); active = max response of -50% or lower; inconclusive = between -30% and -50%; inactive = -30% or higher; note: value at the top dose of about 77 µM; % is set by controls: 0 for no effect and ±100 for the full control effect
Target sequence (P48426 whole entry, looked up): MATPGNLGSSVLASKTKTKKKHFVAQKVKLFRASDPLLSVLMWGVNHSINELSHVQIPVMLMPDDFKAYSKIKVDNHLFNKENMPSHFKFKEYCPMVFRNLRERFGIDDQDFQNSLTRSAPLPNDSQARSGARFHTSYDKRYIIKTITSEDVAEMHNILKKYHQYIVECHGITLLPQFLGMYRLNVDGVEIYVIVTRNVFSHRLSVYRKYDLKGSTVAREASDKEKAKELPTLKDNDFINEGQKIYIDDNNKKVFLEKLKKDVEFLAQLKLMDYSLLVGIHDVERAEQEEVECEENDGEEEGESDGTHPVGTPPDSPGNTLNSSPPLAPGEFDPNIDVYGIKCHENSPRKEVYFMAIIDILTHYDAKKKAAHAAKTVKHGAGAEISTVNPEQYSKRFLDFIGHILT
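Compounds were pin-transferred onto PI5P4Kalpha and substrate in HEPES pH 7.4 buffer with EGTA, CHAPS and 5% DMSO. ATP (5 microM final) started the reaction, which ran 60 minutes at room temperature before ADP-Glo detection.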
EPAC1 ag – agonists of human EPAC1. O95398. EPAC1 agonist qHTS, biochemical assay; response scale: 100% = response to 6.5 mM cAMP. Potency, µM (highest dose often 154 µM), for inactives: top-dose activation, most hits filed as activators. actives 0.073% (n = 360,000). AID 720707; note: potency is the fitted concentration of half-maximal effect; nearly all actives have a fitted effect of over 60% in size
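Read-out is the fluorescence drop as BODIPY-GDP leaves Rap1B (480 nm excitation, 540 nm emission), recorded every 5 minutes over 30 minutes. Reactions held 100 nM EPAC1, 250 nM Rap1B–BODIPY-GDP and 50 uM GDP, with 6.5 mM cAMP setting full activation.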
WRN helicase inh – WRN helicase (human) inhibition; Q14191; WRN helicase unwinding, fluorescent forked duplex, kinetic; Potency, µM (titrated, usually from 114 µM), without a hit: top-dose activity change, negative = inhibition, usual class: inhibitors; actives 0.46% (n = 360,000); AID 651768; note: potency is the fitted concentration of half-maximal effect; % is set by controls: 0 for no effect and ±100 for the full control effect; nearly all actives have a fitted effect of over 55% in size
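Kinetic fluorescence helicase assay: unwinding of a quenched forked DNA duplex (100 nM final) with 2 mM ATP final raises red fluorescence (525/598 nm). Compounds sat 15 min at room temperature with 20 nM WRN beforehand.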
EPAC1 antag – blocks human EPAC1 exchange factor. EPAC1 GEF assay, Rap1b-BODIPY-GDP exchange fluorescence. Potency, µM (top dose mostly 115 µM), without a hit: top-dose activity change, negative = inhibition, most hits filed as inhibitors. actives 0.14% (n = 360,000). AID 720709;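 note: potency is the fitted concentration of half-maximal effect; plate controls were vehicle for no effect and positive control for full effect; nearly all actives have a fitted effect of over 50% in size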
PLK1 PBD inh – inhibitors of human PLK1 polo-box domain binding. Plk1 PBD binding of FITC phosphopeptide, fluorescence polarization. Potency, µM, for the others: max response, negative = inhibition, usual class: inhibitors. actives 2.8% (n = 360,000). AID 720504; note: potency is the fitted concentration of half-maximal effect; series mostly up to about 57 µM; % is set by controls: 0 for no effect and ±100 for the full control effect; nearly all actives have a fitted effect of over 65% in size
Target sequence (P53350 whole entry, looked up, the tested form may be a part): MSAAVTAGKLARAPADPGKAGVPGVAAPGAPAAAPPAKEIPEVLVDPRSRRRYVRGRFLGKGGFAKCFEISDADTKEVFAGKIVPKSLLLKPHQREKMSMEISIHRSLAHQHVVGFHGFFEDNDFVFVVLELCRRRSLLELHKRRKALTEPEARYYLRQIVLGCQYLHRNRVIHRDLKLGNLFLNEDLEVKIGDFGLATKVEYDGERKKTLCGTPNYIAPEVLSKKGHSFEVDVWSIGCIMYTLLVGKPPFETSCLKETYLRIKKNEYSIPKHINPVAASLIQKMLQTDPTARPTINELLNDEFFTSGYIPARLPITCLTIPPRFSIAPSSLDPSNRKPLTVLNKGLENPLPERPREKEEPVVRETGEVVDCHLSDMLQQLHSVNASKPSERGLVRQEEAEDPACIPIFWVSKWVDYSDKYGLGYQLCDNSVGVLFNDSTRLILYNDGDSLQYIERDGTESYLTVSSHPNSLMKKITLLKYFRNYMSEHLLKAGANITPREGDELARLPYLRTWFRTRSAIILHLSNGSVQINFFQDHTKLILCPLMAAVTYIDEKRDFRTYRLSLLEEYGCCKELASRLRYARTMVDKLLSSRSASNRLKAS
FUS suppressor – rescues growth of FUS-expressing yeast; S. cerevisiae FUS-expressing, growth rescue, OD600, 24 h; Potency, µM (top dose mostly 76.6 µM), inactives show at the top dose growth rescue (activation), actives largely listed as activators; actives 0.24% (n = 390,000);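 note: potency is the fitted concentration of half-maximal effect; plate controls were DMSO vehicle for no effect and reference control for full effect; nearly all actives have a fitted effect of over 55% in size; some results filed as inactive show a strong effect at the top dose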
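Galactose (2%) drives FUS expression in yeast precultured in raffinose; seeding density OD 0.005. Test compounds incubated 24hr at 30C and 99% humidity before absorbance at 600 nm was measured.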
IL2 activator – activators of IL-2; IL-2 activation reporter assay, cell-based qHTS; stimulated with anti-CD3/CD4/CD28 beads; in transgenic mouse T cells; activation, % (series mostly up to about 46 µM); actives 0.065% (n = 360,000); AID 652025; in the data active = activation above about 50%; inconclusive = mostly about 30% to 49%; note: 0% is about no effect
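Using fluorescent plate cytometry, EGFP and DsRed are detected in transgenic mouse T cells stimulated 18 h at 37 degrees C with antibody-coated beads after 60 min compound pretreatment.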
Abeta yeast res – restores growth of yeast expressing A-beta42 peptide | yeast expressing A-beta42, growth rescue, OD600, 48 h; response scale: 0% DMSO, 100% iron-clioquinol control | actives 0.063% (n = 410,000) | Potency, µM (series often up to 46.1 µM), for the others: top-dose growth rescue, most hits filed as activators | AID 1347071; note: potency is the fitted concentration of half-maximal effect; nearly all actives have a fitted effect of over 55% in size
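Yeast growth medium received pinned compounds, then yeast cells expressing toxic A-beta were added; plates incubated at 30 C for 48 hr. Growth read as absorbance at 600 nm, normalized to DMSO and equimolar FeCl3 plus clioquinol controls.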
* = called active by the depositor; ? = inconclusive; . = not tested or not shown; & = joins results of further samples; [ ] = dose if it differs, or a comment. Unless noted, calls come from the whole dose curve; as a rule, active = well fitted curve in the direction sought with a large enough effect; inconclusive = small, poorly fitted or top-dose-only effect, or another doubt; inactive = no such curve, though single readings can be large; an effect the other way counts as inactive or inconclusive.

SMILES	PI5P4K alpha inh	EPAC1 ag	WRN helicase inh	EPAC1 antag	PLK1 PBD inh	FUS suppressor	IL2 activator	Abeta yeast res
COc1ccc(C)cc1S(=O)(=O)NC1CCCCCC1	0	-6%	3%	-18%	2%	0%	-1.6	6%
COC(=O)/C(=C/c1ccc(OC)cc1)NC(=O)c1ccco1	-2	4%	0%	3%	-2%	.	0.3	5%
CC1(C)CC(Cc2ccc(C(=O)c3ccccc3)cc2)N(C(=O)OC(C)(C)C)N1 (stereo not given)	-4	-15%	-3%	-1%	-12%	33%	-4.0	-3%
NC(=O)COC(=O)c1ccc2noc(-c3ccccc3)c2c1	0	-3%	-4%[57.1 µM]	14%	-10%	34%	-0.6	6%
Fc1ccc(C(c2nnnn2Cc2cccs2)N2CCN(C3CCCCC3)CC2)cc1 (stereo not given)	-1	-1%	8%	-3%	-5%	8%	0.6	-13%
Cc1[nH]n(-c2ccccc2)c(=O)c1N=Nc1ccccc1C(=O)O	-29	-11%	-15%	-18%	-29%	16%	0.6	-45%[inhibitor]
Cc1ccc(-n2nnnc2CSc2nnc(-c3ccc(O)cc3)o2)cc1	-1	-2%	-2%	?	-5%	12%	2.2	4%
Cc1nc(-c2ccc(Cl)cc2)sc1C1(C)CC(c2cccc(F)c2)=NO1 (stereo not given)	33	-1%	1%	-7%	-9%	-1%	0.2	19%
COC(=O)[C@@]1(Sc2ccc(C)cc2)CC(=O)N[C@@H]1c1ccco1	0	8%	-2%	-2%	-9%	-4%	-0.1	-12%
CC(C)(C)C(=O)Nc1nnc(CC(=O)NCc2ccccc2)s1	3	5%	13%	15%	-1%	7%	-1.0	-1%
CCCn1c(N)c(Sc2ccccc2)c(=O)n(CCC)c1=O	.	-3%	6%	8%	-2%	13%	-3.0	27%
CC(C)(C)c1ccc(OCCCC(=O)NNC(=O)c2ccccc2O)cc1	4	2%	-3%	-16%	3%	42%	-0.5	?
Cc1nc2ccc(S(=O)(=O)N3CCCCC3)cc2s1	0	8%	3%	29%	-5%	12%	-0.3	4%
CC(=O)Nc1sc(C)c(C)c1C(=O)OCC(=O)NCc1ccccc1	-3	1%	-13%	-10%	-6%	-4%	-1.0	1%
CCc1noc(C)c1C(=O)OCC(=O)N(CC)c1c(N)n(Cc2ccccc2)c(=O)[nH]c1=O	10	-7%	5%	17%	-2%	-10%	-2.4	5%
CN(CC(=O)Nc1cc(Cl)cc(Cl)c1)Cc1cccs1	49	8%	-1%	?	-11%	-9%	-3.2	23%
O=S(=O)(NCc1nnnn1-c1ccc(F)cc1)c1ccc(F)cc1	3	13%	7%	-3%	-6%	-36%	1.0	-4%
O=S(=O)(NCCSc1ccc(Cl)cc1)c1ccc2c(c1)OCCO2	2	14%	-15%	-5%	-7%	26%	-3.7	-36%
CCN(c1ccc(C(=O)CSc2nnc(C3CC3)n2C2CC2)cc1)S(C)(=O)=O	-7	-7%	8%	13%	-9%	-5%	0.8	0%
CC(C)(C)c1ccc(-c2cc(-c3ccccc3O)[nH]n2)cc1	1	2%	-9%	?	-5%	6%	-1.4	1%
O=C(O)C1CCC(CNS(=O)(=O)c2ccc(Cl)cc2)CC1 (stereo not given)	5	4%	1%	7%	1%	16%	0.3	4%
CCc1ccc(NC(=O)N(Cc2ccco2)C(C)c2cccs2)cc1 (stereo not given)	.	23%	-15%	-5%	-6%	30%	0.3	8%
CCC1Oc2ccccc2N(CC(=O)NCC2CCCO2)C1=O (stereo not given)	0	8%	-13%	-20%	-13%	3%	0.8	1%
CCOC(=O)C1C(=O)NC(N2CCN(c3ccccc3)CC2)=NC1c1ccccc1 (stereo not given)	.	-4%	1%	4%	-2%	29%	0.2	11%
NC(=O)[C@@H]1CCCNc2c(F)cc([N+](=O)[O-])cc2C(=O)N[C@@H](CO)C(=O)N[C@@H](Cc2ccc(O)cc2)C(=O)N1	-3	0%	3%	1%	-13%	8%	-1.0	-17%

(more compounds)
SMILES	PI5P4K alpha inh	EPAC1 ag	WRN helicase inh	EPAC1 antag	PLK1 PBD inh	FUS suppressor	IL2 activator	Abeta yeast res
c1ccc2c(c1)cnc1ccccc12	3&-1	-5%&9%	-23%&3%	-13%&-9%	3%&-3%	-17%&-7%	-0.5&-0.7	10%&3%
Cc1oc(-c2ccc(Cl)cc2)nc1CS(=O)CC(=O)NC1CCCCCC1 (stereo not given)	2	2%	5%	14%	?	26%	-0.8	22%
CC(=O)NC(c1cc(Cl)c2cccnc2c1O)C1CC1 (stereo not given)	.	-5%	.	-9%	.	-33%	-0.8	5%
O=C(C1CCN(c2ncnc3c2nc2n3CCCCC2)CC1)N1CCN(c2cccc(Cl)c2)CC1	17	10%	-4%	-16%	-2%	?	-1.2	-35%&30%[inhibitor]
CCN(C(=O)CN1C(=O)/C(=C/c2ccc(F)cc2)SC1=S)C1CCS(=O)(=O)C1 (stereo not given)	4	6%	-7%	-13%	-13%	9%	-3.2	-3%
CCN1/C(=C\C=C2\C(=O)N(C)C(=S)N2C)Sc2ccccc21	6	11%	-6%[57.1 µM]	-2%	-17%	-15%	0.3	-15%
Cc1ccc(C(=O)N/C(=C/c2cccc([N+](=O)[O-])c2)C(=O)NCC2CCCO2)cc1 (stereo not given)	-5	2%	3%	16%	-2%	-17%	-0.1	-5%
CC(C)(C)N1CC(C(=O)Nc2cccc(Cl)c2Cl)CC1=O (stereo not given)	2	-8%	-34%	-17%	-7%	-1%	-0.4	33%
O=C(NCc1ccc2c(c1)OCO2)c1cc2ncc(Br)cn2n1	-65*	2%	?	-5%	-17%	-1%	2.1	12%
CCOC(=O)COn1c(-n2nc(C)cc2C)nc2ccccc2c1=O	3	6%	3%	-17%	-11%	24%	-6.9	-7%
CC(CCc1ccc(O)cc1)NC1C2CC3CC(C2)CC1C3 (stereo not given)	-5	-15%	3%	-2%	3%	-3%	-0.1	19%
COc1ccc(C(=O)N2CCCC(Nc3ccc(F)cc3)C2)cc1F (stereo not given)	-4	1%	-6%	3%	-9%	.	-0.4	2%
CCOC(=O)c1cc(C(=O)OCC)c(=O)[nH]c1C	-9	5%	-7%	-2%	-9%	-16%	-1.4	24%
Cc1cccc2nc(CSc3nc4ccccc4[nH]3)cn12	5	-9%	-2%	?	-25%	11%	-2.8	-5%
C=CCC1NS(=O)(=O)OC2CCCC12 (stereo not given)	5	-7%	9%	13%	0%	-24%	0.0	6%
COC(=O)c1ccc(C2C(C(=O)c3ccco3)=C(O)C(=O)N2CC2CCCO2)cc1 (stereo not given)	-7	-1%	2%	-4%	1%	-8%	-1.1	3%
COc1ccc(SC[C@H](Cc2ccccc2)N2CC[C@@H](O)CCC2=O)cc1	-2	-5%	-8%	6%	-1%	?	-0.6	4%
CCOc1cc(/C=N\Nc2nc(-c3ccc(C)cc3)c(NC(C)=O)s2)ccc1O	0	-2%	-4%	-6%	-9%	13%	-0.8	?
O=C(N/N=C/c1ccc(Br)s1)c1cccs1	0	-7%	2%	3%	4%	2%	-2.3	10%
O=C(COC(=O)c1cc([N+](=O)[O-])ccc1N1CCOCC1)c1ccc(OC(F)F)cc1OC(F)F	10	-2%	-10%	-8%	-3%	5%	-0.2	11%
C=C1[C@H](C)CN(S(=O)(=O)C(C)(C)C)[C@H]1CCO	4	-18%	-4%	-13%	-25%	-15%	0.9	-5%
N#CC1=CN(Cc2ccccc2)C=C(/C=N/Nc2ccccc2)C1	-28	5%	-4%	-13%	-12%	3%	0.4	1%
Cc1[nH]c2ccccc2c1CCNS(=O)(=O)c1ccc(S(N)(=O)=O)cc1	8	-2%	-1%	-1%	-22%	26%	-5.4	-9%
CCCN(CCC)S(=O)(=O)c1ccc(NC(=O)Cc2cccs2)cc1	.	28%	-20%[57.1 µM]	-20%	-10%	?	-4.5	6%
CC(CN1CCCCC1)NC(=O)c1scnc1-c1ccccc1 (stereo not given)	-13	5%	1%	-1%	-1%	-7%	-0.4	-10%

The results go on:
SMILES	PI5P4K alpha inh	EPAC1 ag	WRN helicase inh	EPAC1 antag	PLK1 PBD inh	FUS suppressor	IL2 activator	Abeta yeast res
CCOC(=O)C(C)Oc1cccc2c(=O)n(CC(=O)NCc3ccc(F)cc3)ccc12 (stereo not given)	-4	-1%	3%	12%	4%	-27%	0.0	3%
CCOC(=O)C1=C(COC(=O)c2cccs2)NC(=O)NC1C (stereo not given)	-8	8%	-5%	-12%	-1%	9%	-1.0	3%
CCCCn1c(N)c(N(CC(C)C)C(=O)c2ccc(N3C(=O)CCC3=O)cc2)c(=O)[nH]c1=O	-4	-19%	2%	-2%	-2%	11%	0.4	3%
COc1cc2nc(SCc3c(C)noc3C)n(CCC3=CCCCC3)c(=O)c2cc1OC	4	-4%	1%	9%	0%	0%	-3.0	15%
Nc1c(O)ccc2c1C(=O)c1ccccc1C2=O	-57*	-11%	-33%	-10%	-24%	.	-0.5	-31%[inhibitor]
C=CCn1c(C)cc(C(=O)COC(=O)COc2ccccc2C#N)c1C	-1	12%	-1%	-5%	-10%	22%	-0.1	21%
COCCn1c(C)cc(C2=NNC(=Nc3ccccc3F)SC2)c1C	-23	-26%	-4%	-15%	-16%	.	-0.5	-5%
Cc1cccc(OCC(=O)Nc2nnc(S(=O)(=O)N3CCCCC3)s2)c1	-3	2%	0%	-7%	-3%	-18%	-3.2	6%
C[C@@H]1C(=O)O[C@H]2[C@H]1CC[C@@]1(C)C(=O)C=C[C@@](C)(O)[C@H]21	0	-18%	-3%	1%	3%	6%	0.1	-18%
COc1ccccc1NC(=O)N1CCCC1C(=O)NCc1ccccc1 (stereo not given)	1	2%	-3%	10%	-5%	16%	-1.2	9%
O=C(NC(=S)NC1CCCCCCCCCCC1)c1cccnc1	-3	-3%	-29%[57.1 µM]	-4%	-15%	-42%	-3.0	20%

Molecules from the list above that have a furan ring, fused or not (4):
SMILES	PI5P4K alpha inh	EPAC1 ag	WRN helicase inh	EPAC1 antag	PLK1 PBD inh	FUS suppressor	IL2 activator	Abeta yeast res
COC(=O)/C(=C/c1ccc(OC)cc1)NC(=O)c1ccco1	-2	4%	0%	3%	-2%	.	0.3	5%
COC(=O)[C@@]1(Sc2ccc(C)cc2)CC(=O)N[C@@H]1c1ccco1	0	8%	-2%	-2%	-9%	-4%	-0.1	-12%
CCc1ccc(NC(=O)N(Cc2ccco2)C(C)c2cccs2)cc1 (stereo not given)	.	23%	-15%	-5%	-6%	30%	0.3	8%
COC(=O)c1ccc(C2C(C(=O)c3ccco3)=C(O)C(=O)N2CC2CCCO2)cc1 (stereo not given)	-7	-1%	2%	-4%	1%	-8%	-1.1	3%
